V1aR counter – agonists of human V1a receptor, primary screen, counter-screen for OXTR agonist project, fluorescence, CHO-V1R cells. Vasopressin V1a receptor (Homo sapiens), P37288. Fluo-8 calcium fluorescence, agonist mode; 0% DMSO, 100% 3 nM vasopressin. activation, % at 3 µM. 320,000 compounds, 0.25% hits;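 active = activation above the mean activation of all tested compounds plus 3 SD, per screening run, cut at about 20% in these data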;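 also: signal is peak over basal fluorescence ratio across a 100 second FLIPR read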
Target sequence (P37288 whole entry, looked up): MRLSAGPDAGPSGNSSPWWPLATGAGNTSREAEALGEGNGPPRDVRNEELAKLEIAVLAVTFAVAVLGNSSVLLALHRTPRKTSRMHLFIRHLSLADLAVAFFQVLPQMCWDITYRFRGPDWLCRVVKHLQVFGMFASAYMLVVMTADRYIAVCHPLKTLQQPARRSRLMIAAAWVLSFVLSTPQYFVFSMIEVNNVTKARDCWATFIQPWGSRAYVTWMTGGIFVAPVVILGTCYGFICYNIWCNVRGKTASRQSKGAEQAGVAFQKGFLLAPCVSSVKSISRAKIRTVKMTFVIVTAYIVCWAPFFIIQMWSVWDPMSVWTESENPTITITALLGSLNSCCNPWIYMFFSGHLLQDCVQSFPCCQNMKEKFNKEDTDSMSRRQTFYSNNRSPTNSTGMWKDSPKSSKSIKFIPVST
MEKK2 WT-MEK5 – modulators of MEK5 binding to wildtype MEKK2, primary screen, biochemical, multiplex bead flow cytometry, Alexa488-MEK5. Mitogen-activated protein kinase kinase kinase 2 (Homo sapiens), Q9Y2U5. Alexa488-MEK5 binding to MEKK2 WT; actives lie on both sides. binding response (% of control), % at 10 µM. 290,000 compounds, 1.1% hits. AID 1531, 2009; in the data active = binding response below about 67% or above about 130%
OXTR ag – human OXTR agonists, primary screen, fluorescence, CHO-OTR cells, Fluo-8 calcium; 320,000 compounds, 0.32% hits; Oxytocin receptor (Homo sapiens), P30559; activation, % at 3 µM; Fluo-8 calcium fluorescence; normalized: DMSO 0%, oxytocin 100%; AID 2435, 2010;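 active = activation above the mean of all tested compounds plus 3 SD, cutoff set per screening run, cut at about 20% in these data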;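 also: peak over basal fluorescence ratio from a 100 s FLIPR kinetic read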
GalR3 antag – GalR3 antagonists in HEK293 cells, primary screen, cell-based, fluorescence readout; Galanin receptor type 3 (Homo sapiens), O60755; HEK293 GalR3-CNG cAMP membrane potential fluorescence; galR3 body fused to GalR1 C-terminus; inhibition, % at 3 µM; 360,000 compounds, 0.44% hits;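 active = inhibition above the screen-wide average plus 3 SD, cut at about 13% in these data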;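 also: forskolin and galanin both at EC90 stimulate the cells; cAMP rise reported by CNG channel membrane potential dye signal; 0% = forskolin plus galanin with DMSO and 100% = forskolin alone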
Target sequence (O60755 1-299 limits assumed): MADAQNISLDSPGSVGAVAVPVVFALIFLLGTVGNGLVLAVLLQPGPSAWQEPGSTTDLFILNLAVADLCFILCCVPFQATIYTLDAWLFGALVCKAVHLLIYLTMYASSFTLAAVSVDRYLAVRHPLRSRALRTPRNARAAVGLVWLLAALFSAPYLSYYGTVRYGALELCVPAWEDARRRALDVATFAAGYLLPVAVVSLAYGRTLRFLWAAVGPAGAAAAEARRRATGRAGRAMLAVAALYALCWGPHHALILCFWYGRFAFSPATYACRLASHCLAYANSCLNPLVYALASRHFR
PHOSPHO1 block – PubChem AID 1565; Phosphoethanolamine/phosphocholine phosphatase (Homo sapiens), Q8TCT1; recombinant PHOSPHO1, absorbance phosphatase assay; inhibition, % at 13.3 µM; 290,000 compounds, 1.1% hits; in the data active = inhibition above about 60%
Target sequence (Q8TCT1 whole entry, looked up): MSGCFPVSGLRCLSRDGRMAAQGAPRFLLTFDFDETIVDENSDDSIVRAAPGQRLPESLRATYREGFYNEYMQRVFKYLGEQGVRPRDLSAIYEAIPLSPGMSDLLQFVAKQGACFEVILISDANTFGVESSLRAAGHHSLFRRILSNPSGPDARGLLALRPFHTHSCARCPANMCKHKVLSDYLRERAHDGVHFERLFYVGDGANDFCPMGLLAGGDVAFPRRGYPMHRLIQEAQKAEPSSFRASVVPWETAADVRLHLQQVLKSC
GPR7 antagonist – GPR7 receptor antagonists, primary screen, cell-based, fluorescence, single concentration; Neuropeptides B/W receptor type 1 (Homo sapiens), P48145; GPR7-expressing cells, fluorescence antagonist assay; inhibition, % at 4.4 µM; 290,000 compounds, 1.1% hits; AID 1861, 2009; in the data active = inhibition above about 16%, passing the limit was not always enough;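 also: cells stimulated with the agonist NPW; 0% = agonist with vehicle and 100% = vehicle without agonist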
MEKK2mut PB1 HTS – MEK5 binding signal on mutant MEKK2 PB1, primary screen, biochemical, multiplex bead flow cytometry, Alexa488-MEK5; 290,000 compounds, 0.35% hits; Alexa488-MEK5 binding to MEKK2 mutant; percent response, % at 10 µM; in the data active = percent response above about 24%, passing the limit was not always enough; also: inactives centre near 1; some results filed as inactive read as strong as hits; reference of the scale not given here
MEKK3 PB1 HTS – modulators of MEKK3-MEK5 PB1 binding, primary screen, biochemical, wildtype MEKK3, multiplex bead flow cytometry, Alexa488-MEK5; Mitogen-activated protein kinase kinase kinase 3 (Homo sapiens), Q99759; bead-based flow cytometry, Alexa488-MEK5 binding to MEKK3; actives lie on both sides; 0 = blocked by unlabeled MEK5, 100 = vehicle; binding response (% of control), % at 10 µM; 290,000 compounds, 1.4% hits;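 active = binding response more than 3 SD above or below the average of its plate-row segment, actives on both sides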;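 also: Alexa488 bead fluorescence after subtracting the streptavidin-only scavenger bead signal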
NALP1 yeast inh – NALP1 inflammasome inhibitors in reconstituted yeast, colorimetric, S. cerevisiae, triplicate retest; S. cerevisiae NALP1/ASC/caspase-1 growth, X-gal OD620, 72 h; inhibition, % at 10 µM; 280,000 compounds, 0.61% hits; in the data active = inhibition mostly above about 24%, no sharp cut-off; inactive = mostly below about 32%; also: some compounds called inactive have numbers as strong as hits
Numbers without * were called inactive; . = not tested or not shown; & = joins results of further samples.

SMILES | V1aR counter | MEKK2 WT-MEK5 | OXTR ag | GalR3 antag | PHOSPHO1 block | GPR7 antagonist | MEKK2mut PB1 HTS | MEKK3 PB1 HTS | NALP1 yeast inh
CC1(c2ccccc2Cl)NC(=O)N(CC(=O)NCCC2=CCCCC2)C1=O (configuration not stated) | -1.2 | 84 | -0.1 | -4 | -39 | -11 | 3 | 80 | 2
COC(=O)c1nnn(-c2nonc2N)c1CSc1ccc(Cl)cc1 | -0.9 | 104 | -2.1 | 0 | 14 | 0 | 3 | 98 | 8
CCc1cccc(NC(=O)NC(=O)Cn2nnc(C(=O)OC)c2C(=O)OC)c1 | 4.6 | 110 | 4.2 | -1 | 0 | -7 | 5 | 124 | 8
CCOc1ccccc1C(=O)OCC(=O)Nc1ncc(C(F)(F)F)cc1Cl | -1.4 | 103 | -0.4 | -5 | 18 | -3 | 1 | 98 | 8
CCS(=O)(=O)Nc1ccc2c(c1)OCO2 | 0.3 | 90 | 1.2 | 1 | 28 | 1 | -13 | 95 | -13
COc1ccc(-c2noc(N3CCC(C(=O)N(C)c4ccccc4C)CC3)n2)cc1 | 3.2 | 100 | 2.9 | . | 7 | -1 | -1 | 101 | 5
C=CCSc1nnc2c(n1)OC(c1ccccn1)N(C(C)=O)c1ccccc1-2 (configuration not stated) | -1.1 | 104 | -1.1 | 4 | 10 | 6 | 7 | 103 | -6
COc1ccc(OC)c(NC(=O)C2C3C=CC(C3)C2C(=O)NCc2ccccn2)c1 (configuration not stated) | -0.6 | 100 | -1.4 | 2 | 10 | 3 | 1 | 102 | 1
O=C(Nc1ccc(S(=O)(=O)Nc2ncccn2)cc1)c1ccc2ncsc2c1 | 0.3 | 96 | -0.3 | 7 | 28 | 6 | 5 | 97 | 9
Cc1cc(C)n(C(=O)COc2ccc(Cl)cc2Cl)n1 | -1.4 | 101 | -1.6 | 14* | -10 | -10 | -3 | 103 | 11
O=c1c(Cl)c(N2CCOCC2)cnn1-c1nc2ccccc2[nH]1 | -0.4 | 88 | -0.6 | -1 | 28 | -22 | -9 | 96 | -4
Cc1cc(C)nc(NCCO)n1 | -0.6 | 86 | 1.1 | -1 | 41 | 7 | -10 | 100 | 0
C(=N\Nc1nc(N2CCOCC2)nc(N2CCOCC2)n1)/c1cccnc1 | 0.3 | 100 | 0.4 | -5 | 4 | -1 | 1 | 99 | 34
CC(C)COc1ccc(/C(O)=C2/C(=O)C(=O)N(CCN(C)C)C2c2ccncc2)cc1 (configuration not stated) | 1.1 | 110 | -0.4 | 2 | -2 | -7 | -2 | 107 | 21
COc1ccc(-n2nc(C(=O)NCC(=O)N3CCN(Cc4ccccc4)CC3)c3ccccc3c2=O)cc1OC | -1.2 | 100 | -1.5 | -6 | 32 | -2 | -5 | 97 | 22
COCc1cc(C)nc(OCC(=O)N/N=C/c2ccc(OC)c(O)c2)c1C#N | -0.7 | 97 | -0.8 | -3 | -5 | 3 | -2 | 100 | 34
CS(=O)(=O)c1ccc2nc(NC(=O)CN3C(=O)NC4(CCCC4)C3=O)sc2c1 | 0.5 | 110 | -0.3 | -2 | . | -19 | 6 | 107 | 7
COc1ccc(C(=S)N2CCN(c3cccc(Cl)c3)CC2)cc1 | -0.5 | 100&92 | -1.6 | 6 | 1&35 | -11&4 | -4&-15 | 102&93 | 0
O=C1CC(Cc2ccccc2)C(=O)N1Cc1ccco1 (configuration not stated) | 1.1 | 100 | 0.2 | . | 1 | 11 | 1 | 97 | -8
CNC(=O)N(O)C1N(/N=C/c2cc(Br)ccc2O)C(=S)SC1(C)C (configuration not stated) | -0.1 | 97 | -0.9 | -5 | 33 | 7 | -4 | 104 | -48
O=S(=O)(NCc1ccccc1)c1ccc2ccccc2c1 | -1.2 | 113 | -2.0 | -14 | 38 | 3 | 10 | 113 | 21
CC(NC(=O)C(C)(C)C)C(c1cccs1)N1CCOCC1 (configuration not stated) | -0.3 | 106 | -0.3 | -7 | 6 | -19 | 6 | 101 | 22
COc1ccc(/C=C/C(=O)N(Cc2ccccc2)c2ccccn2)cc1OC | 0.2 | 97 | -1.2 | 0 | 45 | 8 | -4 | 99 | -8
COc1cc(C2=NOC(C(=O)Nc3cccnc3)C2)cc(OC)c1OC (configuration not stated) | -0.1 | 96 | 0.5 | -4 | -5 | -6 | -2 | 96 | 6
CCOC(=O)c1c(NC(=O)c2cccs2)sc(C)c1C | -0.4 | 98 | 0.0 | 1 | -29 | -13 | 2 | 101 | 6
CCOc1ccc(C/C(O)=C2\C(=O)CC(C)(C)CC2=NCC(=O)O)cc1OCC | 3.6 | 95 | -0.6 | 7 | -1 | -15 | 0 | 96 | -3
CCN(CC)CCN1C(=O)C(=O)/C(=C(/O)c2c(C)[nH]c(C(=O)OC)c2C)C1c1cccc(OC)c1 (configuration not stated) | 2.6 | 99 | 1.1 | -5 | -5 | 0 | -5 | 100 | -4
CCOc1ccc(N(CC(=O)NC2CCCCC2)C(=O)CNC(=O)c2cccs2)cc1 | -0.9 | 96 | 1.0 | -8 | 32 | -9 | 2 | 97 | -2
O=C(NC(=S)Nc1ccccc1Cl)c1csnn1 | -0.4 | 87 | -1.4 | -9 | 65* | -2 | -15 | 83 | 17
Cn1c(Cc2csc(N)n2)nnc1SCC(=O)NC1CCCCC1 | 0.3 | 91 | 0.0 | 0 | 55 | -8 | -7 | 89 | 23

One compound at a time (already shown):
COc1cc(C2=NOC(C(=O)Nc3cccnc3)C2)cc(OC)c1OC (configuration not stated) is listed as V1aR counter = -0.1; MEKK2 WT-MEK5 = 96; OXTR ag = 0.5; GalR3 antag = -4; PHOSPHO1 block = -5; GPR7 antagonist = -6; MEKK2mut PB1 HTS = -2; MEKK3 PB1 HTS = 96; NALP1 yeast inh = 6
CCOC(=O)c1c(NC(=O)c2cccs2)sc(C)c1C is listed as V1aR counter = -0.4; MEKK2 WT-MEK5 = 98; OXTR ag = 0.0; GalR3 antag = 1; PHOSPHO1 block = -29; GPR7 antagonist = -13; MEKK2mut PB1 HTS = 2; MEKK3 PB1 HTS = 101; NALP1 yeast inh = 6

The listing continues:
SMILES | V1aR counter | MEKK2 WT-MEK5 | OXTR ag | GalR3 antag | PHOSPHO1 block | GPR7 antagonist | MEKK2mut PB1 HTS | MEKK3 PB1 HTS | NALP1 yeast inh
COc1ccc(Cl)cc1NC(=O)COC(=O)CCc1cc(OC)c(OC)c(OC)c1 | 2.0 | 104 | 5.8 | -10 | 12 | 7 | 2 | 104 | 20
CC(C)CNC(=S)NNC(=O)c1ccccc1OC(F)F | 1.3 | 97 | 1.0 | -6 | 42 | 1 | 1 | 97 | -28
COc1ccc(NC(=O)COC(=O)C23CCC(=O)N2c2ccccc2S3)cc1 (configuration not stated) | -0.5 | 98 | 1.0 | -7 | 14 | 4 | 1 | 102 | -1
CCCCCOc1ccc(CSCCNC(=S)Nc2ccccc2)cc1 | -0.5 | 105 | -0.4 | 0 | -6 | -17 | 1 | 101 | 4
COc1cccc(NC(=O)COc2ccc(Br)c(C)c2)c1 | 0.4 | 103 | -0.6 | -8 | 30 | -4 | 0 | 103 | 9
Cc1ccc(S(=O)(=O)CC2CSc3nnc(C)c(=O)n32)cc1 (configuration not stated) | 0.2 | 111 | 0.5 | 2 | 2 | -5 | 4 | 111 | 28
Cc1cccc(NS(=O)(=O)c2ccc3oc(=O)ccc3c2)c1C | 2.7 | 102 | 1.0 | -10 | . | -10 | 1 | 102 | -27
O=C(NCc1ccc2c(c1)OCO2)C1CCC(CNS(=O)(=O)c2ccccc2)CC1 (configuration not stated) | 3.6 | 101 | 2.4 | 2 | 2 | -7 | 6 | 104 | -8
Cn1c(-c2ccccc2)c(C(=O)CCl)c2ccccc21 | . | 89 | . | -8 | 9 | -7 | -4 | 86 | 25
Cc1ccc(C(C)n2cc(C(=O)NCCN3CCN(C)CC3)nn2)cc1 (configuration not stated) | 0.9 | 111 | 1.1 | 0 | -10 | -12 | 4 | 104 | 33
CC(C)NC(=O)C(=O)NCCN1CCN(S(=O)(=O)c2ccc(Cl)cc2)CC1 | -0.3 | 102 | 0.1 | 2 | 8 | 5 | 1 | 98 | 8
COc1ccc2cnn(Cc3ccccc3)c(=O)c2c1OC | 0.7 | 102 | -0.4 | -3 | 16 | -14 | -2 | 100 | -27
Nc1nc(N2CCOCC2)nc2ccccc12 | 0.6 | 105 | 0.6 | -1 | 1 | -8 | 10 | 110 | 12
O=C(O)CCC(=O)Nc1ccc(Br)cc1C(=O)c1ccccc1Cl | 0.2 | 102 | 2.0 | 1 | 20 | -4 | 6 | 104 | -18
COc1ccc(NC(NC(=O)c2ccc(OC)cc2)C(Cl)(Cl)Cl)cc1 (configuration not stated) | 6.9 | . | 7.6 | -5 | 24 | 8 | . | . | 14
Cc1cc(C(=O)OCC(=O)Nc2nccs2)c2ccccc2n1 | 1.8 | 99 | 1.1 | 12 | -2 | -15 | -3 | 94 | -10
O=C(NCc1ccccc1)/C(=C\c1ccc([N+](=O)[O-])cc1)NC(=O)c1ccco1 | 1.2 | 101 | 0.1 | 2 | . | 0 | 4 | 101 | 18
CCOc1ccc(C(=O)Nc2c3c(nn2-c2ccc(F)cc2)CS(=O)C3)cc1 (configuration not stated) | 1.1 | 100 | -0.5 | -2 | 7 | 6 | 1 | 96 | 2
Cc1cccc(Cn2c(=O)oc3ccc(C)cc32)c1 | -1.4 | 106 | -1.3 | . | . | 6 | 10 | 107 | 4
CCN1CCCC(CO)(Cc2ccccc2)C1 (configuration not stated) | 0.5 | 99 | 0.7 | -1 | 28 | 0 | -12 | 108 | 4
CCc1nnc(NC(=O)CSc2nc3ccccc3c(=O)n2CCCOC)s1 | -0.3 | 107 | -0.7 | -3 | -9 | -6 | 3 | 105 | 25
CCOC(=O)c1c(C)[nH]c(C(=O)CN2C(=O)C(=O)N(CC(C)C)C2=O)c1C | 0.6 | 89 | 1.3 | -2 | -18 | 11 | -4 | 90 | -2
COc1cccc(S(=O)(=O)Nc2cccnc2)c1 | 0.9 | 102 | 0.1 | -6 | 7 | -12 | 0 | 100 | 20
CCc1cccc(CC)c1NC(=O)c1ccccc1CCc1ccccc1 | 0.3 | 101 | -1.5 | -2 | -11 | -3 | 8 | 103 | 16
CNC(=O)Nc1cc(NC(=O)NC)cc(C(F)(F)F)c1 | 1.4 | 96 | 0.9 | 3 | 25 | -12 | -5 | 99 | 23
Cn1cnnc1SCC(=O)NCc1cccc(C(F)(F)F)c1 | -0.5 | 98 | -0.6 | -2 | 10 | 0 | 2 | 95 | 31
FC(F)(F)c1cccc(Sc2cc(C(F)(F)F)nc(-c3ccccn3)n2)c1 | -1.8 | 88 | -2.1 | -3 | 46 | -3 | -5 | 91 | 18
Cc1cc(C)c2nc(SC3CCOC3=O)cc(C)c2c1 (configuration not stated) | -1.1 | 99 | -2.2 | -4 | -5 | -8 | -2 | 96 | -4
CCN(CC(=O)NCCCN1CCOCC1)S(=O)(=O)c1ccc(F)cc1 | 0.2 | 99 | 0.9 | 19* | 17 | -5 | -3 | 101 | 15
